Screens (PubChem)
GAA850 FXN act = increases GAA850 frataxin promoter reporter activity. HEK293 lucGAA850 FXN promoter luciferase reporter, 24 h; percent of 10 µM SAHA response. activation, % at 6 µM. hit rate 0.56% among 360,000. AID 540364;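 active means activation above the average of all compounds screened plus 3 SD, cutoff fixed separately per campaign, cut at about 7.5% in these data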;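 further: 0% = DMSO wells and 100% = 10 µM SAHA wells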
DAX1 inh-1 = NR0B1 (DAX1) inhibition; P51843; HEK293 Gal4-DAX1 luciferase reporter, luminescence; inhibition, % at 6.75 µM; hit rate 0.99% among 340,000; AID 504766;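 active means inhibition above the mean over all tested compounds plus 3 SD, cut at about 4.2% in these data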;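 further: 0% = DAX1-transfected cells with DMSO and 100% = empty-vector control cells with DMSO; inhibition shows as a rise in luminescence from relieved DAX1 repression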
Target sequence (P51843 207-470 limits assumed): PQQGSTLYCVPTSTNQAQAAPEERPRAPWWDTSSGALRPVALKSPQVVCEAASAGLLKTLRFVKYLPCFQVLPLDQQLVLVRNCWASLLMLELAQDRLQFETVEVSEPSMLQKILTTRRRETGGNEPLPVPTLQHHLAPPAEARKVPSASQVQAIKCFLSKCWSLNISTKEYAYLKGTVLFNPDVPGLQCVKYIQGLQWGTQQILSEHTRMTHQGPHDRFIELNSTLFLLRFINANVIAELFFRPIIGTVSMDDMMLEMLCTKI
hcDAF-12 act = activators of H. contortus DAF-12 nuclear receptor | HEK293 hcDAF-12 lit1-tk-luc reporter, luminescence; 0% DMSO, 100% Δ7-dafachronic acid | activation, % at 6.8 µM | hit rate 1.4% among 370,000 | AID 652067;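 active means activation above the mean of all tested compounds plus 3 SD, cut at about 5.5% in these data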;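 further: 100% = response to 3 µM Δ7-dafachronic acid high control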
SMARCA2 act = SMARCA2 function activation, primary screen | MG213 cells, MMTV-luciferase reporter, dexamethasone, overnight | activation, % at 9.1 µM | hit rate 1% among 370,000 | AID 652017; in the data active means activation above about 7.8%;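 further: 0% = vehicle wells and 100% = reference activator wells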
PLCb3 inh = inhibitors of human phospholipase C beta3. Q01970. Purified PLC-beta3, fluorogenic substrate, fluorescence. inhibition, % at 12.2 µM. hit rate 0.18% among 370,000; in the data active means inhibition above about 11%;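 further: 0% = median of compound wells on plate and 100% = full blocker control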
NR1D1 modulator = modulators of human Rev-erb alpha DNA binding; activity, % at 10 µM; hit rate 0.79% among 370,000; P20393; Rev-erbα–FITC-DNA binding, fluorescence polarization, 90 min;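 active means activity above about 14%, limit read from the data; passing the limit was not always enough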;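 further: 0% = DMSO wells with 35 nM protein and 100% = DMSO wells with 750 nM protein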
Target sequence (P20393 whole entry, looked up): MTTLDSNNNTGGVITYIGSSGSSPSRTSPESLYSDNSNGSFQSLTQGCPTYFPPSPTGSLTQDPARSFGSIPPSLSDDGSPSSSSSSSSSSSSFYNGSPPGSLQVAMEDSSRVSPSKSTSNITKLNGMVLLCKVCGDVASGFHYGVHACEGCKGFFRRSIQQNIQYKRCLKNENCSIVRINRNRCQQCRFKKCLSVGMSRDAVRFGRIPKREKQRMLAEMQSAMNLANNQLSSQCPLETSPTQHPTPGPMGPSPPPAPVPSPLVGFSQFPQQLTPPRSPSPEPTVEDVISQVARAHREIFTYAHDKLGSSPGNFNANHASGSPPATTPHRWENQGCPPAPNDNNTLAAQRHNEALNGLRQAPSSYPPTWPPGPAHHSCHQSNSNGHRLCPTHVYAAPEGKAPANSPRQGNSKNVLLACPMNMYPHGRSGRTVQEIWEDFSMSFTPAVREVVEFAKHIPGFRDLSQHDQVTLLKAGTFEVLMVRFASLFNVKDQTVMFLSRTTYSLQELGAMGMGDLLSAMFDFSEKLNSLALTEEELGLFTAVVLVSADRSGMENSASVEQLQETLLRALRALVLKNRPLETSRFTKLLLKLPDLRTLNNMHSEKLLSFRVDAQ
ssDAF12 agonist = activates DAF-12 receptor from parasite S. stercoralis. hit rate 1% among 370,000. activation, % at 6.8 µM. HEK293 ssDAF-12/GRIP1 lit1-tk-luc reporter, luminescence; % of 3 µM dafachronic acid response;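 active means activation above the mean over all tested compounds plus 3 SD, cut at about 0.9% in these data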;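 further: 0% = DMSO-only wells and 100% = 3 µM delta7-dafachronic acid wells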
PG9 Ab binder = small molecules binding HIV-1 gp120 antibody PG9; AID 624416; inhibition, % at 6.7 µM; TR-FRET gp120-PG9 antibody binding; hit rate 0.43% among 360,000; in the data active means inhibition above about 8.5%
sPLA2-III inh = Inhibits HGIII-sPLA2 liposome hydrolysis, primary screen; Q9NZ20; QFRET BODIPY PC-A2 liposome hydrolysis, fluorescence; inhibition, % at 12.2 µM; hit rate 0.56% among 370,000;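 active means inhibition above mean plus 3 SD of compounds lying within the high and low control bounds, cut at about 19% in these data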;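 further: 0% = median of test compound wells and 100% = no enzyme DMSO wells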
DAX1 inh-2 = blocks DAX1 repression of SF-1 activated StAR promoter | AID 652010 | inhibition, % at 6.8 µM | hit rate 1.1% among 370,000 | HEK293T StAR-luciferase reporter, SF-1/DAX-1 repression relief;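 active means inhibition above the mean over all tested compounds plus 3 SD, cut at about 3.6% in these data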;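 further: 0% = DAX-1 cells with DMSO and 100% = cells lacking DAX-1 with DMSO; higher inhibition means more luminescence from relief of DAX-1 repression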
hgDAF-12 ag = activates the H. glycines DAF-12 receptor ligand-binding domain; HEK293 GAL4-hgDAF12 UAS-luciferase reporter, agonist luminescence; normalized to butyrate control; activation, % at 6.8 µM; hit rate 1.8% among 370,000; AID 687014;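 active means activation above a cutoff set at the mean of all screened compounds plus 3 SD, cut at about 10% in these data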;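 further: 0% = DMSO wells and 100% = sodium butyrate wells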
Active calls of the source: *; / = not tested or not shown.

Order of values – SMARCA2 act	ssDAF12 agonist	hcDAF-12 act	DAX1 inh-1	sPLA2-III inh	DAX1 inh-2	PLCb3 inh	PG9 Ab binder	hgDAF-12 ag	GAA850 FXN act	NR1D1 modulator
CCc1cc(C(=O)NNC(=S)NCC2CCCO2)cs1 (stereo not given)
 : 0	-0.7	-0.7	0.4	6	0.5	-2	0.1	3.3	2.1	1
CCc1ccccc1NC(=O)c1cc2sccc2n1C
 : -1	-0.8	0.0	1.0	-8	0.2	-1	0.1	6.0	2.9	0
O=C(CSCc1ccc(F)cc1)NCc1ccc2c(c1)OCO2
 : -3	-0.7	0.0	-0.6	-3	0.4	-3	0.6	1.6	-2.1	-1
CCN1CCN(c2cc(C)c3cc(NC(=S)NCCCN4CCc5ccccc5C4)ccc3n2)CC1
 : 1	-0.8	-1.5	3.0	-9	-0.2	-86	-0.4	0.1	0.7	11
CCOC(=O)c1ccc(S(=O)(=O)N2CCNCC2)cc1
 : -1	-1.2	-0.9	-0.5	-7	0.3	0	-1.3	0.2	1.6	-3
Cc1cc(NS(=O)(=O)c2ccc(NC(=O)C(C)Oc3cccc(C)c3C)cc2)nc(C)n1 (stereo not given)
 : -1	-1.2	1.9	0.8	-19	2.0	-5	-1.0	-3.0	0.7	-5
NC(=O)C1CCN(C(=O)CCc2ccsc2)CC1
 : -2	-0.7	-0.1	-1.0	-2	0.1	-4	0.7	-0.6	1.0	-1
CCN(Cc1cn(Cc2ccccc2)nn1)S(=O)(=O)c1ccccc1Br
 : -2	-0.4	-3.0	/	-3	-0.6	2	/	-3.8	/	-2
O=[N+]([O-])c1ccc2cn(C3OC(CO)C(O)C3O)nc2c1 (stereo not given)
 : -3	-1.0	1.6	-0.3	14	0.4	2	0.2	2.1	2.0	-6
C=C[C@@H](C)N(Cc1ccc(OC)cc1)S(=O)(=O)N(Cc1ccccc1)[C@H](C=C)C(C)C
 : -1	-1.5	3.8	-0.3	-9	0.2	4	-3.1	2.9	-1.8	9
COCc1cccc(-c2csc(C(NC(C)=O)c3ccccc3)n2)c1 (stereo not given)
 : -5	-1.7	-0.8	/	1	-0.1	1	0.4	-1.9	1.4	-6
Cc1onc(C(=O)N2CCN(Cc3ccccc3)CC2)c1[N+](=O)[O-]
 : -2	-1.3	2.5	-0.5	-22	-1.1	1	1.1	-4.2	0.4	2
COc1ccc(NC2=CC(=O)CC(C)(C)C2)cc1
 : -3	-1.4	-1.1	-0.1	8	0.2	-9	-1.1	0.8	1.3	0
Cc1c(Br)c(C(=O)NCc2cc3cc(Cl)ccc3[nH]2)nn1C
 : -3	-1.1	0.3	1.2	-13	0.3	-7	1.2	-1.4	0.6	0
O=C1CCN(S(=O)(=O)c2ccc(Cl)cc2)CC1
 : 0	-0.9	-1.8	0.9	3	-0.7	-6	2.0	0.3	-0.9	3
COc1ccc(/C=C/CN2CCCC(C(=O)c3cc(F)ccc3F)C2)cc1 (stereo not given)
 : 1	-2.0	-0.9	-1.3	-16	-0.2	5	-3.2	-2.5	0.7	-4
N#C/C(C(=O)Oc1ccccc1)=C1\C=CC=CN1
 : 5	-0.9	2.0	-0.1	9	1.1	-14	-1.7	9.0	6.3	-1
CC1(C)C(=O)N(c2ccccc2)C(=O)c2ccccc21
 : -2	-1.7	-2.8	-0.3	3	-0.2	-7	2.3	-2.0	-0.8	4
c1ccc2c(c1)nc1n2CCS1
 : -1	-1.3	-1.2	0.5	9	-0.4	3	1.2	-1.4	-1.8	-4
O=C(CCCSc1nc2ccccc2[nH]1)NC(c1ccccc1)c1ccccc1
 : -3	-1.6	-2.2	-1.1	-16	-1.1	1	2.0	-2.5	-2.1	-2
COc1ccc(CN2CCN(C(C)C(=O)N3CCc4ccccc43)CC2)cc1OC (stereo not given)
 : 0	-1.1	-0.6	1.4	2	0.0	-6	2.8	1.5	1.3	2
Cc1cccc(NS(=O)(=O)Cc2ccccc2)c1C
 : 0	-1.3	-1.3	0.9	-10	-0.3	-4	-0.2	1.2	-0.6	0
CC[C@@H]1CCCCc2ccccc2[C@@H](C(=O)C[C@@H](O)CC(C)=O)OC1=O
 : 4	-1.1	-0.2	-0.4	0	-0.1	-1	0.1	1.5	-0.3	-3
CC(C)c1ccc(CCNC(=O)CCNS(=O)(=O)c2ccc(Br)cc2)cc1
 : -2	-0.5	-0.8	0.0	-6	0.3	-2	-0.8	-1.9	-2.3	-3
CCCc1cc(=O)[nH]c(SCC(=O)Nc2cc(S(=O)(=O)N3CCOCC3)ccc2Cl)n1
 : -3	-1.2	-2.2	0.1	-3	-0.2	-2	2.5	1.0	-1.5	0
CC(C)C1(C(C)C)OC(=O)c2ccccc21
 : -4	-1.4	1.8	1.0	-6	0.3	4	0.3	-0.1	0.7	-1
CC1CC(N(C(=O)c2ccccc2Cl)c2ccccc2)c2ccccc2N1 (stereo not given)
 : -2	0.1	3.9	0.7	8	0.0	1	1.7	3.4	-3.5	2
c1csc(-c2cnc3n2CCCC3)c1
 : -3	-1.1	-0.7	-0.1	11	0.1	0	-2.1	0.5	-1.4	-1
O=C(O)C1=C(C(=O)Nc2ccc(F)c(Cl)c2)CCCC1
 : 0	-0.2	0.3	0.6	11	1.0	3	-0.8	-0.5	-0.1	-5
O=C(CNC(=O)Cc1ccccc1)N=Nc1c(O)n(Cc2ccc3c(c2)OCO3)c2ccccc12
 : -5	-0.9	5.3	-1.6	-13	-0.6	6	-2.1	-2.5	2.5	-2
O=C1CCN(Cc2ccccc2)S(=O)(=O)c2ccccc21
 : -1	-0.8	-2.7	0.2	2	-0.4	3	-0.1	-1.2	-0.3	2
O=C(NC1CC1)c1cc2cc3ccccc3nc2s1
 : 4	-0.3	0.7	1.1	13	4.9*	-10	-1.5	9.5	4.4	7
O=C(NC(c1ccc(Cl)cc1)c1ccsc1)C1CCN(Cc2cccc(Cl)c2)CC1 (stereo not given)
 : -3	-1.2	-0.1	/	-9	-0.3	6	-1.3	1.4	0.0	1
CC12CCC(=O)N1C(C(=O)Nc1nc3ccc(S(C)(=O)=O)cc3s1)CS2 (stereo not given)
 : 0	-0.8	-1.5	1.2	0	-1.4	-5	0.3	2.8	1.5	9
COc1ccc(C2=CC(c3ccc(Cl)cc3)n3cnnc3N2)cc1OC (stereo not given)
 : -4	-0.5	-0.4	0.1	-6	0.2	-148	0.1	3.4	3.0	4
O=S(=O)(c1ccc2c(c1)OCCO2)N1CCC(n2cnc3cc(F)ccc32)CC1
 : -3	-1.7	-2.1	-3.2	-12	-1.5	6	1.1	-4.9	2.5	-6
CCN1C(=O)N[C@@H](CCc2ccccc2)C(C(=O)OC)=C1C
 : -1	-1.5	-1.5	-0.3	0	0.1	3	0.6	-3.0	-0.1	4
CCC(C)(C)NC(=O)C(c1cccnc1)N(CCOC)C(=O)Cn1nnc2ccccc21 (stereo not given)
 : 0	-0.6	-2.1	-0.5	2	-0.4	3	0.9	-0.2	-1.2	3
C=C(C)Cn1c(=O)c2c(nc3n2CCCN3CCc2ccccc2)n(C)c1=O
 : 1	-1.6	-2.0	-0.6	10	-0.1	-4	-2.2	-2.3	-0.1	-3
COCCNC(=O)CC(NS(=O)(=O)c1ccc(C)cc1)c1ccco1 (stereo not given)
 : -1	-1.4	-1.6	0.5	-1	-0.3	3	0.2	-1.2	0.8	0
CCN(CC)C(=O)CC[C@@H]1CC[C@]2(CCCN(C(=O)c3ccno3)C2)O1
 : -1	-1.1	-1.1	/	8	0.0	1	/	-2.2	/	-1
Cc1cc(C(=O)CN2C(=O)C(=O)N(Cc3ccccc3)C2=O)c(C)n1Cc1ccccc1
 : -2	-0.4	-0.2	-0.2	-6	-0.9	-10	0.1	2.8	-1.4	-1
COc1ccc(OC)c(NS(=O)(=O)c2ccc(NC(=O)C3COc4ccccc4O3)cc2)c1 (stereo not given)
 : -6	-1.8	-2.4	-1.0	-43	-1.2	1	2.6	-3.1	0.1	2
CC(=O)Nc1ccc(NC(=O)CSc2nnc(C)c(=O)[nH]2)cc1
 : 2	-0.8	-0.7	-1.4	5	-1.9	-1	-2.5	1.1	2.6	1
Cc1cc(=O)oc2ccc(OC(=O)c3cccc(S(=O)(=O)N4CCOCC4)c3)cc12
 : 0	-0.7	0.1	1.1	6	0.1	-10	2.4	4.5	-1.5	4
O=S(=O)(NC1CCCc2ccccc21)c1cnc[nH]1 (stereo not given)
 : -3	-0.8	-1.0	-0.5	-18	-0.6	5	-0.3	0.1	0.7	14
C=CCN1C(=O)/C(=C/c2ccc(-c3ccc(F)cc3)o2)SC1=S
 : 0	-0.7	-2.3	0.0	-7	-1.1	-4	-2.4	1.7	-1.0	2
Cc1ccc(NC(=O)C2CCCN2c2nn3c(=O)cc(C)nc3s2)cc1 (stereo not given)
 : 0	-0.4	-0.1	1.5	-6	0.1	6	0.5	0.9	-0.7	3
Clc1ccc(CSc2ncnc3nc[nH]c23)cc1
 : 1	-1.6	-1.6	-0.3	-34	-0.2	0	-3.2	-1.9	4.0	-5
Cc1ccc(S(=O)(=O)N2CCCCC2)cc1NC(=O)COC(=O)CNC(=O)c1cc(Cl)cc([N+](=O)[O-])c1
 : 2	-1.2	2.4	-0.3	-8	-0.4	7	-1.9	0.8	1.2	-6
O=C(CSc1nc(Cc2ccccc2)nc2ccccc12)c1ccc2c(c1)OCCO2
 : -1	-0.9	-2.5	-0.7	-17	-0.8	1	-1.5	0.4	1.4	10
